KDM4E inh = JMJD2E (human) inhibition | Potency, µM (series often up to 57.1 µM), without a hit: top-dose activity change, negative = inhibition, hits mostly inhibitors | actives 1.6% (n = 230,000) | AID 2147 | B2RXH2 | JMJD2E catalytic domain, FDH-coupled NADH fluorescence (FDH is formaldehyde dehydrogenase); active = well fitted inhibition curve with a large enough effect, not every such curve was filed as active; inconclusive = small, poorly fitted or top-dose-only effect, or another doubt; inactive = no such curve, though single readings can be large or run the other way;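 also: 0% = wells with enzyme and -100% = buffer wells without enzyme; nearly all actives have a fitted effect of over 50% in size; many of its hits are not listed in these tables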
Target sequence (B2RXH2 1-337 limits assumed): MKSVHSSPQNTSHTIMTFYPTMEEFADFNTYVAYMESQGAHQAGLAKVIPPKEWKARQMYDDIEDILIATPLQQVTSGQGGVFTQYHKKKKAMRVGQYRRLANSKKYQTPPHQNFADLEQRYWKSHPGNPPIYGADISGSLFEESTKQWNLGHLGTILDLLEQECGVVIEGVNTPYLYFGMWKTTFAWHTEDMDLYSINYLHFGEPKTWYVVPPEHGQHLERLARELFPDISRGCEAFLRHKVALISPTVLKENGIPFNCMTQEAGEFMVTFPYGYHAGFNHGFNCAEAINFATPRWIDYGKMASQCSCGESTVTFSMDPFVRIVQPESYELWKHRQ
RECQ1 inh = blocks DNA unwinding by human RECQ1 | RECQ1 DNA unwinding, red fluorescence kinetic read | AID 2549 | actives 0.54% (n = 240,000) | Potency, µM (titrated, usually from 57.3 µM), without a hit: at the highest dose activity, negative = inhibition, actives largely listed as inhibitors;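 also: plate controls were vehicle for no effect and no enzyme for full effect; nearly all actives have a fitted effect of over 30% in size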
Target sequence (P46063 whole entry, looked up): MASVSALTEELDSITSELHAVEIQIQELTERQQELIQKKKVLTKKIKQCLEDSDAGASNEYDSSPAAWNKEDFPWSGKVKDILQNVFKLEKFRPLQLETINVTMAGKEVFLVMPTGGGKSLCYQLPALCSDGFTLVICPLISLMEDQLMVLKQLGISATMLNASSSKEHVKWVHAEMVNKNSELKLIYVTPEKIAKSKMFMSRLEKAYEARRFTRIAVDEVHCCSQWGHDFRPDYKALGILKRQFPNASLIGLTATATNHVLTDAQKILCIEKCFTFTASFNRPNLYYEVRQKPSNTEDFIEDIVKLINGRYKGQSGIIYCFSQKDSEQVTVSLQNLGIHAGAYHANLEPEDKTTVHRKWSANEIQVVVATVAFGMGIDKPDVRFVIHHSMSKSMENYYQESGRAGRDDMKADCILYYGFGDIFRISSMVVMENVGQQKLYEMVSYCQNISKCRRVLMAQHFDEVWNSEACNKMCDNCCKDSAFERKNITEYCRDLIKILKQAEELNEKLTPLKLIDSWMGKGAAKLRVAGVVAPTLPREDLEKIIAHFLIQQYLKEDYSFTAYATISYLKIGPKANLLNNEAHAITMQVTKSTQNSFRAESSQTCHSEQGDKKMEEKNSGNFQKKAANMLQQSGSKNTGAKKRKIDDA
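50 nM RECQ1T1 preincubated 15 min with compound in Tris pH 8.0 buffer with MgCl2, DTT, Tween-20 and 2.5 ug/ml poly(dI-dC); started with 200 nM TAMRA/BHQ-2 forked duplex and 2 mM ATP. Unwinding read as fluorescence (525/598 nm), two reads 2 h apart.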
SMN2 splice enh = enhancers of SMN2 splice variant expression. HEK293 SMN2-luciferase splicing reporter, luminescence, 30-36 h. Potency, µM (series often up to 46.1 µM), for the others: at the top dose activity change, positive = activation, usual class: activators. actives 2.8% (n = 210,000). AID 1458; also: % of control where 0% means no effect; nearly all actives have a fitted effect of over 55% in size
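qHTS luciferase splicing reporter: luminescence rises when SMN2 exon 7 is included in transfected HEK293 cells. Compound exposure lasted 30-36 h at 37C, with 4.5 mM final sodium butyrate as control, followed by a ONE-Glo read.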
Lamin A splicing = modulators of lamin A splicing. Potency, µM (series often up to 46.1 µM), for the others: at the highest dose ratio change, negative = inhibition, most hits filed as inhibitors. HeLa LMNA splicing GFP/RFP minigene ratio, 48 h. actives 0.01% (n = 200,000). AID 1487; active = well fitted inhibition curve with a large enough effect in the signal ratio, with a control signal flat, not every such curve was filed as active; inconclusive = small, poorly fitted or top-dose-only effect, or effect the other way, or a change in a side signal; the % refers to the signal ratio; also: % is scaled to controls: 0 for no effect and ±100 for the full control effect
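S3 HeLa stable clones carrying a lamin A-EGFP splicing minigene plus DsRed2 were seeded at 600 cells/well in Opti-MEM with 2% FBS, pin-dosed and incubated 48 h at 37°C. Acumen cytometry (488 nm) gave the GFP/RFP total-intensity ratio.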
GoLoco inh red = inhibitors of human Gai1-RGS12 GoLoco interaction (red fluorophore); Gai1:RGS12 GoLoco peptide FP, rhodamine, 10 min; P63096; actives 0.44% (n = 230,000); Potency, µM (doses to about 61.6 µM), inactives show top-dose activity, negative = inhibition, actives largely listed as inhibitors; active = well fitted inhibition curve with a large enough effect, not every such curve was filed as active; inactive = no such curve, though single readings can be large or run the other way; also: % is scaled to controls: 0 for no effect and ±100 for the full control effect; nearly all actives have a fitted effect of over 30% in size; many of its hits are not listed in these tables
TR SRC2 fluor cs = counter-screen for TRb-SRC2 inhibitors: fluorescence interference; TRb/SRC2 Texas Red total fluorescence interference; Potency, µM (top dose mostly 106 µM), for inactives: top-dose fluorescence change, negative = quenching; actives 0.29% (n = 280,000); active = well fitted curve in either direction with a large enough effect; inconclusive = small, poorly fitted or top-dose-only effect; also: % is scaled to controls: 0 for no effect and ±100 for the full control effect
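Flags fluorescent or light-absorbing compounds by total fluorescence, S + 2P, at 555 nm excitation and 632 nm emission. Mixture: 20 nM Texas Red SRC2 peptide, 0.6 uM human TRb LBD, 1 uM T3, 5% DMSO; compound exposure 5 h at ambient temperature.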
TRb-SRC2 inh = TRbeta-SRC2 interaction inhibition | P10828 | TRbeta-SRC2 peptide binding, fluorescence polarization; receptor liganded with 1 µM T3 | Potency, µM (top dose mostly 106 µM), without a hit: top-dose activity change, negative = inhibition, usual class: inhibitors | actives 0.065% (n = 280,000);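 also: plate controls were bound peptide for no effect and peptide without receptor for full effect; nearly all actives have a fitted effect of over 50% in size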
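Decrease in fluorescence polarization of 20 nM Texas Red SRC2 coactivator peptide flagged inhibition of its binding to 0.6 uM TRb LBD; 1 uM T3 included, incubation 5 hr, ex 555/em 632 nm.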
ALDH1A1 block = inhibitors of human aldehyde dehydrogenase 1A1. Potency, µM (doses to about 75.3 µM), inactives show top-dose activity, negative = inhibition, usual class: inhibitors. actives 7.3% (n = 220,000). Purified ALDH1A1, NADH fluorescence, propionaldehyde substrate. P00352; active = well fitted inhibition curve with a large enough effect, not every such curve was filed as active; inconclusive = small, poorly fitted or top-dose-only effect, or another doubt; inactive = no such curve, though single readings can be large or run the other way;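 also: plate controls were no enzyme wells and a reference inhibitor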
Starred values were filed as active, the others as inactive; i = inactive; ? = inconclusive; . = no result given; [ ] = remark or other dose. Unless noted, calls follow the shape of the dose curve; as a rule, active = well fitted curve in the direction sought with a large enough effect; inconclusive = small, poorly fitted or top-dose-only effect, or another doubt; inactive = no such curve, though single readings can be large; an effect the other way counts as inactive or inconclusive. Potency is read from the fitted curve at half-maximal effect.

SMILES | KDM4E inh | RECQ1 inh | SMN2 splice enh | Lamin A splicing | GoLoco inh red | TR SRC2 fluor cs | TRb-SRC2 inh | ALDH1A1 block
CC1CC(C)(C)NCc2ccccc21 (configuration not stated) | 5% | i | . | -4% | . | -1% | 2% | 0.56µM*
Cc1cccc(N2C(=O)C3C4CC(C(Br)C4Br)C3C2=O)n1 (configuration not stated) | 7% | -11% | 14% | 2% | 1% | -4% | 5% | 4%
CN(C)/N=C/C=C1\CCC/C(=C/c2cccs2)C1=O | 8% | 4% | . | . | 34%[activator] | 0% | 1% | 25µM*
N/C(=N\OC(=O)/C=C/c1ccc(Br)cc1)c1ccccn1 | -1% | 6% | 18µM* | 3% | 5% | 1% | 3% | 1%
COc1ccc2c(c1OC)C(=O)OC2Nc1nc(-c2ccc([N+](=O)[O-])cc2)cs1 (configuration not stated) | -19% | 13% | . | . | -4% | -1% | 2% | .
O=C(Nc1cnn(Cc2ccccc2)c1)NC12CC3CC(CC(C3)C1)C2 | 7% | 2% | 0% | -22% | -12% | -3% | -5% | -13%
NS(=O)(=O)c1ccc(CCNC(=O)CCCC2=NS(=O)(=O)c3ccccc3N2)cc1 | 12% | 0% | 0% | 24% | -3% | 3% | -5% | 28%
COCCNC(=O)Cn1c(=O)n(Cc2ccc(C(=O)NCc3ccco3)cc2)c(=O)c2ccccc21 | 6% | -1% | 53% | -6% | -5% | -1% | 2% | -2%
CCN(CC)c1nc(OC)nc(-n2nnc(C(C)=O)c2C)n1 | 9% | -1% | -5% | 12% | 2% | -3% | -13% | -8%
CC(=O)N(CC1CCCO1)c1nnc(-c2cnccn2)s1 (configuration not stated) | ? | i | -7% | -3% | -7% | -4% | -3% | -14%
CCN(C(=O)COC(=O)c1cc(S(=O)(=O)Nc2c(C)n(C)n(-c3ccccc3)c2=O)ccc1Cl)C1CCCCC1 | -3% | 12% | 5% | . | 0% | -2% | -3% | -9%
Cc1ccc(C)c(/C(O)=C2\C(=O)C(=O)N(Cc3cccnc3)C2c2cccnc2)c1 (configuration not stated) | -1% | 0% | 1% | 21% | -19% | -1% | 7% | ?
CC(C)c1onc(C(=O)NC(C)c2ccccc2)c1[N+](=O)[O-] (configuration not stated) | -7% | -16% | . | . | 1% | -4% | 6% | ?
O=C(CSc1nc(-c2ccco2)cc(C(F)(F)F)n1)Nc1ccc(C(=O)N2CCCCC2)cc1 | ? | -14% | -59%[inhibitor] | ? | 13% | -2% | -6% | 14µM*
CC(NCC(O)COCc1cccs1)C1CC2CCC1C2 (configuration not stated) | 6% | -8% | 1% | 12% | -3% | -3% | -5% | 8%
O=C(NNC(=O)C1C2CCCCC21)c1coc(=O)c(Br)c1 (configuration not stated) | ? | ? | . | . | 17% | 0% | -4% | .
CS(=O)(=O)c1nc(-c2ccccc2)cc(-c2ccccc2)c1C#N | ? | -3% | -95%[inhibitor] | ? | 9% | 1% | 4% | ?
Cc1cc(NC(=O)c2ccc3c(c2)C(=O)N(CCC(C)C)C3=O)no1 | 0% | 11% | -9% | 0% | 2% | 2% | -1% | ?
O=C(c1ccccc1)N1CCN(C(=O)c2ccc(OC(F)(F)F)cc2)CC1 | 2% | -1% | 0% | 3% | 4% | 0% | -4% | -10%
O=C(CCNC(=O)Cn1ccc2ccccc2c1=O)NCCc1ccc(Cl)cc1 | ? | -2% | 0% | -9% | 2% | 1% | -13% | 10%
O=C(Nc1cccc(F)c1)N1CC2(CCN(C(=O)c3ccco3)CC2)C1 | . | i | -15% | . | 26% | . | . | 11µM*
COc1ccc(OC)c(Cc2nnc(CCC(=O)NC3CCCCC3)o2)c1 | -18% | -9% | . | 5%[46 µM] | 8% | -1% | -6% | 12%
COc1cccc(-c2cc(C(=O)NCc3ccco3)no2)c1 | 2% | -10% | 11µM* | 3% | 1% | -3% | 0% | ?
O=C(CO)N/N=C/c1c2ccccc2cc2ccccc12 | -6% | i | -11% | ? | -2% | -2% | 2% | 5%
CC(=O)c1ccc(NC(=S)NC2CCCC(C)C2C)cc1 (configuration not stated) | 3% | i | 12% | -24%[46 µM] | 4% | -4% | 3% | ?
CC(Sc1nc(-c2ccc(F)cc2)cs1)C(=O)N1c2ccccc2CC1C (configuration not stated) | 1% | -5% | -34%[inhibitor] | ? | 8% | -2% | -20% | 6%
CCn1c(=O)c(C(=O)NCc2ccccn2)c(O)c2ccccc21 | ? | -4% | 4% | ? | 7% | 1% | 1% | ?
CC1=C(OC(=O)c2ccccc2)C(C)(C)C(c2ccccc2)OC1=O (configuration not stated) | -11% | -8% | 5% | 2% | 1% | -1% | -10% | 10%
Cc1nc(Cl)c(C(=O)NC(=O)NCc2ccccc2)c(C)c1Cl | 6% | -2% | -5% | -6% | -1% | -1% | -9% | 10%
CC(=O)c1sc2nc(CSc3nncn3C)[nH]c(=O)c2c1C | ? | 10% | 4% | 10%[46 µM] | 29% | -1% | -9% | ?
CCOc1ccc(CC(=O)Nc2c(C(N)=O)oc3ccccc23)cc1OCC | -14% | -5% | 0% | -13% | 9% | -1% | 1% | 16%
C=C(C)CSc1[nH]c(=O)cc(C)c1C#N | 3% | -6% | . | 10%[46 µM] | 2% | 0% | -5% | -17%
Cc1cc(C)c(NC(=O)CSc2nc3ccc(N4C(=O)c5ccccc5C4=O)cc3s2)c(C)c1 | 2% | 0% | -50%[inhibitor] | . | 7% | -1% | 0% | -7%
CC1(C)CC(=O)C2=C(C1)Nc1ccccc1N(C(=O)C1CC1)C2c1ccco1 (configuration not stated) | -7% | i | -5% | . | 8% | -1% | -7% | ?
Cc1ccc(OC(=O)c2cccc(C(=O)Oc3ccc(C)cn3)n2)nc1 | ? | -2% | 23% | 15% | 2% | -1% | 2% | ?
O=C(Nc1ccc(F)cc1)N1CCN2C(=O)c3ccccc3C12c1ccccc1 (configuration not stated) | -12% | -6% | . | 2% | -5% | 1% | -3% | 0%
CCOC(=O)C1(CCCc2ccccc2)CCN(C(=O)CCCn2cncn2)CC1 | 12% | i | . | 9%[46 µM] | -3% | 1% | 5% | ?
Cc1nnc(C)n1/N=C/c1ccccn1 | 6% | -14% | -9% | -5% | 1% | -2% | -5% | 15%
CCOCCn1cnc2sc(C(=O)Nc3nc(C)c(C(=O)OCC)s3)c(C)c2c1=O | 8% | -8% | -12% | -7% | 2% | -1% | 1% | 1%
COc1ccc2[nH]c(=O)c(CN(Cc3cccs3)S(=O)(=O)c3c(C)ccc4nsnc34)cc2c1 | 4% | -2% | -16% | ? | -2% | -5% | 7% | ?
O=S(=O)(c1cccs1)N1CN(CC2CCCO2)c2nc3ccccc3nc21 (configuration not stated) | ? | -5% | -3% | 11% | 5% | -1% | 1% | ?
COc1ccc(-n2c(COc3ccccc3)nnc2SCc2ccc(C#N)cc2)cc1 | -8% | -3% | -37%[inhibitor] | 10% | -7% | 1% | 4% | ?
O=C(Nc1cccc(C(F)(F)F)c1)c1cccnc1N1CCCC1 | -10% | -16% | -11% | 7% | 2% | -6% | -6% | -2%
COc1cc(C(=O)N2CCC(n3c(C)nc4cc(F)ccc43)CC2)cc(OC)c1OC | -8% | i | 5% | 0% | 13% | 1% | -16% | 8%
CC(C)COc1ccc(-c2nn(-c3ccccc3)cc2C(=O)Nc2nccs2)cc1 | -24% | -6% | -4% | -3% | -6% | -7% | 2% | ?
Cc1ccc(C=Nc2ccc(N(C)C)cc2)o1 | 13µM* | i | -7% | 4% | -4% | 18% | ? | ?
Cc1oc(-c2ccccc2F)nc1CS(=O)(=O)CC(=O)N1CCOCC1 | -2% | i | -12% | -6% | 0% | 0% | -6% | 3%
Cc1ccccc1N1C(=O)N(c2cccc(C(F)(F)F)c2)C2CS(=O)(=O)CC21 (configuration not stated) | 6% | -11% | -3% | 0% | 3% | -1% | -2% | -4%
N/C(=N\O)c1ccc(Cl)cc1Cl | 12% | i | . | . | 8% | -2% | -3% | .
Nc1[nH]c(=S)[nH]c(=O)c1-c1ccccc1 | -4% | i | 0% | -10% | -5% | -2% | -21% | ?
COc1cccc(-c2nnc(NC(=O)c3ccc(S(=O)(=O)N4CCOCC4)cc3)o2)c1 | ? | -3% | -78%[inhibitor] | ? | 9% | 2% | 5% | 11%
O=C(N/N=C\c1ccc(F)cc1)c1cc(OCC(F)(F)F)ccc1OCC(F)(F)F | 13% | i | 4% | 5% | 3% | 0% | -2% | 4%
O=C(CCSc1ccccc1)NCCN1CCOCC1 | 0% | -11% | -4% | -1% | -1% | 0% | -7% | -6%
CCOc1ccc(N(CC(=O)NC(C)(C)C)S(=O)(=O)c2c(C)noc2C)cc1 | -3% | -3% | 11% | -9% | -2% | 1% | -9% | ?
CCC(NC(=O)c1ccccc1Br)c1ccccc1 (configuration not stated) | -3% | -6% | . | . | 1% | -5% | -8% | -3%
Cc1ccc(NC(=O)c2cc(N3C(=O)C=CC3=O)ccc2N2CCOCC2)cc1Cl | -1% | i | -38%[inhibitor] | ? | 2% | -2% | -8% | 0.25µM*

In the list so far, these contain a nitro group on carbon.
SMILES | KDM4E inh | RECQ1 inh | SMN2 splice enh | Lamin A splicing | GoLoco inh red | TR SRC2 fluor cs | TRb-SRC2 inh | ALDH1A1 block
COc1ccc2c(c1OC)C(=O)OC2Nc1nc(-c2ccc([N+](=O)[O-])cc2)cs1 (configuration not stated) | -19% | 13% | . | . | -4% | -1% | 2% | .
CC(C)c1onc(C(=O)NC(C)c2ccccc2)c1[N+](=O)[O-] (configuration not stated) | -7% | -16% | . | . | 1% | -4% | 6% | ?

Screening results from PubChem BioAssay.

Some of the compounds tested; the hit share may differ from the screen's.
